# Screening results: PubChem, several laboratories
# OX1R antag-1 = OX1R (HCRTR1) antagonists, primary screen, fluorescence, CHO/OX1R cells, Fluo-8 calcium, orexin A; Fluo-8 calcium fluorescence; actives 0.43% (n = 330,000); Orexin/Hypocretin receptor type 1 (Homo sapiens), O43613; AID 434989, 2010; inhibition, % at 5 µM;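 active means inhibition above its plate's threshold, mean inhibition of all tested compounds on the plate plus 3 SD, cut at about 37% in these data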;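 further: 0% = orexin A challenge wells and 100% = SB-334867-A antagonist wells; not every result past the cut was called active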
# Target sequence (O43613 whole entry, looked up): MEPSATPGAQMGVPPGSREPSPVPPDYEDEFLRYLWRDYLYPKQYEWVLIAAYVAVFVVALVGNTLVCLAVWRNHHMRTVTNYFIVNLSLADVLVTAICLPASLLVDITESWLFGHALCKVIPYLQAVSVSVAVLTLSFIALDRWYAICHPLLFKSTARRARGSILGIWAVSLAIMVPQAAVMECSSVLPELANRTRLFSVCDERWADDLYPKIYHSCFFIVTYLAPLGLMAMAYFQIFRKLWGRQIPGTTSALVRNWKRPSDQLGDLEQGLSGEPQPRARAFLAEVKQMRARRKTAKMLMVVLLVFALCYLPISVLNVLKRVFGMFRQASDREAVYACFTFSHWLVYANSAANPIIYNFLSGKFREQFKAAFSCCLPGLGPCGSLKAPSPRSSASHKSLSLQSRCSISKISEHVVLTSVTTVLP
# STK33 kinase inh = inhibitors of purified STK33 kinase, primary screen, biochemical, ADP-Glo luminescence, homogeneous, cell-free; Serine/threonine-protein kinase 33 (Homo sapiens), Q9BYT3; MBP phosphorylation; inhibition, % at 10 µM; actives 0.073% (n = 320,000); AID 2661, 2010;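 active means inhibition at or above 25%, using the most active replicate where run in duplicate; inactive means inhibition below 25%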
# Target sequence (Q9BYT3 whole entry, looked up): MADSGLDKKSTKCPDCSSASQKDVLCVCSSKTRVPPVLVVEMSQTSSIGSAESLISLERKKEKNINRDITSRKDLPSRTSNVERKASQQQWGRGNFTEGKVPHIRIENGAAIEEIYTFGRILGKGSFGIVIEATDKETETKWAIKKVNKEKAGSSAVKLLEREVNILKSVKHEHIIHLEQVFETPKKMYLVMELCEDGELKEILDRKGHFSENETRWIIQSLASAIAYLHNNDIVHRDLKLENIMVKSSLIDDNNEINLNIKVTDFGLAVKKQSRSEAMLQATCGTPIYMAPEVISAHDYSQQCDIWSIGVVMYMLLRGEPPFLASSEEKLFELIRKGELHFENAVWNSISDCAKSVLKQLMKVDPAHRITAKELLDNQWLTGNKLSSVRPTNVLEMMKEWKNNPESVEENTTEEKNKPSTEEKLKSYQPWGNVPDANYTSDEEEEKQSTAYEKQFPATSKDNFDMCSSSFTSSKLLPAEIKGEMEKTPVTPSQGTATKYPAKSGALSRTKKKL
# OX1R antag-2 = antagonists of human orexin 1 receptor (OX1R); Orexin/Hypocretin receptor type 1 (Homo sapiens), O43613; OX1R-expressing cells, FRET antagonist read-out; inhibition, % at 6.6 µM; actives 1.8% (n = 330,000); AID 485270, 2010; in the data active means inhibition mostly above about 38%, no sharp cut-off; inactive means mostly below about 40%;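 further: 0% = agonist challenge alone and 100% = reference antagonist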
# Numbers without * were called inactive; . = not tested or not shown.
SMILES,OX1R antag-1,STK33 kinase inh,OX1R antag-2
Nc1cc(=O)[nH]c(SCC(=O)Nc2cccc(S(=O)(=O)N3CCCCC3)c2)n1,-8,-0.6,-3
COc1ccc(-c2c(-c3cc(OC)cc(OC)c3)n(C)c3ccc(-c4ccc(SC)cc4)cc23)cc1,-14,-1.3,11
CC(C)Cn1c(N)c(C(=O)CSc2nnnn2C)c(=O)n(C)c1=O,3,-0.1,22
COC(=O)c1sccc1NC(=O)Cc1ccc(OC)c(OC)c1,-7,0.2,11
CCOC(=O)c1sc(-c2ccccc2)cc1N,-14,-0.3,10
O=C(N[C@@H]1C/C=C\C[C@@H](CC(=O)N(CCO)Cc2ccccc2)C(=O)NC[C@H](c2ccccc2)OC1=O)OCC1c2ccccc2-c2ccccc21,3,-0.2,18
O=C(Cc1ccccc1)NNC(=O)Nc1ccccc1,-22,-1.0,24
O=C(Cc1c[nH]c2ccccc12)Nc1ccccc1N1CCOCC1,-13,-1.3,30
CC(=O)N(c1ccc(C(C)C)cc1)C1C=CS(=O)(=O)C1 (stereo not given),-6,0.3,1
Cc1nn2cc(-c3ccc(Cl)cc3)nc2s1,-21,-5.1,18
COc1cccc(CNS(=O)(=O)c2ccc3c(c2)N(C(C)=O)CCS3)c1,-10,-0.5,19
Cc1ccc(S(=O)(=O)N2CCOCC2)cc1C(=O)Nc1ccccc1N1CCOCC1,-18,-0.3,3
O=C(Nc1cccc(S(=O)(=O)N2CCCCC2)c1)C1CC(=O)N(Cc2ccco2)C1 (stereo not given),-26,-0.7,7
CCC(Sc1nc(C)cc(=O)[nH]1)C(=O)Nc1nc(-c2ccccc2)cs1 (stereo not given),-13,-0.1,6
C[C@H]1CN=C2N(CCNC(=O)CCC3CCCCC3)[C@H](Cc3ccc(O)cc3)CN21,-14,2.8,27
Cc1ccc2c(C)nc(N/C(N)=N/S(=O)(=O)c3ccc([N+](=O)[O-])cc3)nc2c1,-14,-0.3,23
C=CCC[C@H](Cc1ccc(F)cc1)C(=O)OC[C@@H](NC(=O)[C@H](CC=C)CC(=O)NCCO)c1ccccc1,9,-0.9,3
CN(Cc1ccc(OC(F)F)cc1)Cc1nc2c(Br)cc(Br)cc2c(=O)[nH]1,-31,-0.8,30
CC(=O)N1N=C(c2ccco2)CC1c1ccc(Br)cc1 (stereo not given),-4,-1.8,20
O=C(O)/C=C/C(=O)N1CCN(C(=O)/C=C/C(=O)O)CC1,-13,-1.0,12
COc1ccc(C(=O)NC2CC3CCCC(C2)N3CC(C)C)cc1 (stereo not given),-2,-0.9,59
O=C(O)c1ccc(N/N=C/c2cn(-c3ccccc3)nc2-c2cccs2)cc1,-6,1.2,20
COc1ccc(OC)c(NC(=O)Cn2c(CCC(=O)O)ccc2-c2cccs2)c1,-4,0.3,45
Nc1ccccc1C(=O)N1O[C@@H]2C=C[C@H]1C2,-11,.,5
COc1ccc(-c2nnc(OCc3ccccc3)c3ccccc23)cc1,-23,-0.9,14
Cc1cc(C)n2cc(CSc3ncccc3C(=O)O)nc2n1,-13,-0.6,27
Cc1c2ccccc2cc[n+]1CCCS(=O)(=O)[O-],8,-1.2,19
O=c1onc(-c2ccc(Cl)cc2Cl)n1-c1cccnc1,-6,-1.1,8
O=C(NCC1(c2ccccc2)CCCC1)c1ccccc1,0,0.0,26
COc1ccccc1C(=O)NC(=S)Nc1cccc2cc(O)ccc12,-11,-1.1,33
COc1cc(CNn2cn[nH]c2=S)cc(Cl)c1OCc1ccc(F)cc1,4,-0.8,42
O=C(COc1ncnc2cc([N+](=O)[O-])ccc12)NC1CCCCC1,-31,-0.2,56*
COc1ccc(CNC(=O)CCCC(=O)Nc2cccc(Br)c2)cc1,-34,-0.4,3
CCc1nc(Nc2ccc3c(c2)OCO3)c2oc3ccccc3c2n1,-50,-0.1,9
O=C(C1CCCCC1)N1CC(=O)N2CCc3ccccc3C2C1 (stereo not given),-8,-2.1,15
O=C(NCC1CC1)C1(C(F)(F)F)C/C(=C\Cc2ccccc2)CCCO1 (stereo not given),2,-1.7,32
CCS(=O)(=O)c1nc(S(=O)(=O)c2ccc(C)cc2)c(N2CCC3(CC2)OCCO3)s1,-14,2.1,17
N#CCn1cnc2sc(-c3ccccc3)cc2c1=O,-6,-1.9,16
O=C(c1cccc(S(=O)(=O)N2CCOCC2)c1)N1CCN(Cc2ccc3c(c2)OCO3)CC1,-18,-0.5,2
Cc1oc2cc3oc(=O)c(CCC(=O)NCCN4CCOCC4)c(C)c3cc2c1C,-1,-1.2,11
Nc1nc(SCC(=O)NCc2ccccc2Cl)[nH]c(=O)c1NC(=O)c1ccccc1F,-17,9.8,15
CN(C)Cc1c(C(=O)N/N=C/c2cccnc2)nnn1-c1nonc1N,1,1.3,14
O=C(CCc1ccccc1)NNC(=O)COc1ccc([N+](=O)[O-])cc1,-23,-3.1,21
OC[C@H]1O[C@@H](n2cnc3c(Nc4ccccc4)ncnc32)[C@H](O)[C@@H]1O,-12,-0.2,16
CNC(=O)c1ccc(-c2cc3onc(-c4ccccc4)c3c(=O)n2C)cc1,-20,-0.1,12
O=C(O)CSc1nc2ccccc2s1,-11,-1.9,0
O=S(=O)(Nc1ccccc1N1CCCCC1)c1ccc(Cl)s1,-39,-0.6,13
CCn1c(SCC(=O)Nc2nc(C)c(C)s2)nc2cccnc21,3,-1.0,75*
COc1ccc(-n2ncc3c2CC(C)(C)CC3NC(=O)c2ccc(OC)o2)cc1 (stereo not given),-34,-0.5,4
O=S(=O)(c1ccccc1)N(F)S(=O)(=O)c1ccccc1,7,-0.6,-1

# Structures listed so far containing a nitro group on carbon (three):
SMILES,OX1R antag-1,STK33 kinase inh,OX1R antag-2
Cc1ccc2c(C)nc(N/C(N)=N/S(=O)(=O)c3ccc([N+](=O)[O-])cc3)nc2c1,-14,-0.3,23
O=C(COc1ncnc2cc([N+](=O)[O-])ccc12)NC1CCCCC1,-31,-0.2,56*
O=C(CCc1ccccc1)NNC(=O)COc1ccc([N+](=O)[O-])cc1,-23,-3.1,21

# Next section:
SMILES,OX1R antag-1,STK33 kinase inh,OX1R antag-2
CCOc1cc(/C=N/NC(=O)c2nn(C)cc2Br)ccc1OCc1ccccc1,-14,0.7,18
COc1cc(/C=C/C(=O)OCC(=O)c2ccc(OC(F)F)cc2)ccc1O,27,1.2,24
CCOc1ccccc1NC1=C(Cl)C(=O)N(Cc2ccccc2)C1=O,-29,-0.1,28
CCOC(=O)C1=C(C)Nc2nc(C)nn2C1c1ccc(C)cc1 (stereo not given),-23,-0.9,7
Cc1ccc(S(=O)(=O)NC(=O)Nc2nccs2)cc1,-10,0.4,14
COc1ccccc1C(=O)NCCC(=O)NCCC12CC3CC(CC(C3)C1)C2,-21,-1.2,9
S=c1[nH]nc(COc2ccccc2)n1/N=C/C(Cl)=C/c1ccccc1,-28,-0.3,4
Cc1ccccc1OC(C)C(=O)NCc1cccnc1 (stereo not given),-11,0.0,3
COc1ccc(NC(=O)CS(=O)c2ccc(F)cc2)cc1 (stereo not given),-2,0.2,18
COc1ccc(CNC(=O)[C@H](Cc2c[nH]c3ccccc23)NC(C)=O)cc1OC,-16,-0.8,16
O=C(CCN1C(=O)C2C3CCC(C3)C2C1=O)Nc1ccc([N+](=O)[O-])cc1 (stereo not given),-45,3.7,29
O=C(CCc1ccccc1)NNc1cc(N2CCCCC2)nc(N2CCCCC2)n1,-22,-0.2,19
ClCCCc1cn(C[C@H]2CC[C@@H]([C@@H]3CC[C@H](Cn4cc(CCCCl)nn4)O3)O2)nn1,-4,-0.1,9
NNC(=O)C(=O)NCCCN1CCOCC1,-11,-1.7,8
CCOC(=O)c1nn(-c2ccc(OCC)cc2)c2nc(-c3ccco3)c(C#N)c(=O)n12,-28,-0.7,8
CNc1ncnc2sc(-c3ccccc3)cc12,-21,0.8,33
Cc1ccc2[nH]c(=O)c3cc(C(=O)N(C)c4ccccc4C)sc3c2c1,-32,0.3,7
OCc1nc2nc(Cl)c(Cl)nc2[nH]1,9,-1.5,-11
Cn1cnnc1SCC(=O)NCc1ccccc1,2,-0.4,7
O=[N+]([O-])c1cc(/C=N/N/C(=N/c2ccccn2)c2ccccn2)ccc1O,-1,-0.5,9
O=C(c1ccc(OC2CCN(CCc3ccccc3)CC2)cc1)N1CCCC(CO)C1 (stereo not given),-24,-0.3,8
COc1ccc(-c2noc(CCC(=O)N3CCN(c4ccc(F)cc4)CC3)n2)cc1,0,.,6
O=C(NCc1ccc(Cl)cc1)N1CCOCC1,-6,-2.4,14
Cc1cccc(NC(=O)c2ccc(C3SCC(=O)N3CCc3ccccc3)cc2)c1C (stereo not given),25,-1.0,5
CCCNc1c(NC(=O)C2CCC(C)CC2)c(=O)oc2ccccc12 (stereo not given),-2,-1.0,12
CCSc1ccccc1-c1nc(-c2ccncc2)no1,-14,3.4,43
Cc1cccc(C(=O)Nc2ccc(C(=O)Nc3ccc(O)cc3)cc2)c1,-5,-1.5,9
O=C(Cn1cnc2c(nnn2-c2cccc(Cl)c2)c1=O)N1CCOCC1,0,-0.3,9
Cc1nc2ccc(S(=O)(=O)N(C)CC(=O)N3CCc4ccccc43)cc2s1,-13,-0.8,45
c1ccc2oc(SCc3nc4ccccc4s3)nc2c1,-3,-4.0,46

# An excerpt of these results, field by field:
O=C(c1ccc(OC2CCN(CCc3ccccc3)CC2)cc1)N1CCCC(CO)C1 (stereo not given)
  OX1R antag-1 = -24; STK33 kinase inh = -0.3; OX1R antag-2 = 8
COc1ccc(-c2noc(CCC(=O)N3CCN(c4ccc(F)cc4)CC3)n2)cc1
  OX1R antag-1 = 0; STK33 kinase inh = .; OX1R antag-2 = 6
O=C(NCc1ccc(Cl)cc1)N1CCOCC1
  OX1R antag-1 = -6; STK33 kinase inh = -2.4; OX1R antag-2 = 14
Cc1cccc(NC(=O)c2ccc(C3SCC(=O)N3CCc3ccccc3)cc2)c1C (stereo not given)
  OX1R antag-1 = 25; STK33 kinase inh = -1.0; OX1R antag-2 = 5

# (listing goes on)
SMILES,OX1R antag-1,STK33 kinase inh,OX1R antag-2
CC(Sc1nncs1)C(=O)Nc1ccc2c(c1)OCCO2 (stereo not given),-2,-1.0,12
CCCCCC(=O)Nc1ccc(N2CCN(C(=O)c3ccccc3)CC2)cc1,-10,-0.4,27
O=C(NCc1ccco1)c1cnn2c(C(F)F)cc(-c3ccccc3)nc12,-23,0.1,16
CCOC(=O)N1CCC(NC(=O)CS(=O)Cc2nc(-c3ccc(OC)c(OC)c3)oc2C)CC1 (stereo not given),-28,6.5,15
C=C(C(=O)c1ccccc1)C(CC(=O)c1ccccc1)c1ccccc1 (stereo not given),-15,0.3,13
CCOc1ccc(S(=O)(=O)NCCC(=O)OCC(=O)c2ccc(NC(C)=O)cc2)cc1,-11,-2.1,15
COc1ccc(S(=O)(=O)N(C)c2ccc(C(=O)N3CCC(C(N)=O)CC3)cc2)cc1OC,-3,-0.2,2
Cc1ccc(C(CNC(=O)C(=O)Nc2ccc3c(c2)OCCO3)N2CCN(C)CC2)cc1 (stereo not given),-31,-1.4,0
CN1CCN(C(=O)c2ccc(S(=O)(=O)Nc3ccccc3)cc2)CC1,-2,0.0,7

# Profiles as entered above:
# Listed for Cc1cc(C)n2cc(CSc3ncccc3C(=O)O)nc2n1 → OX1R antag-1: -13; STK33 kinase inh: -0.6; OX1R antag-2: 27
# Listed for COc1cc(CNn2cn[nH]c2=S)cc(Cl)c1OCc1ccc(F)cc1 → OX1R antag-1: 4; STK33 kinase inh: -0.8; OX1R antag-2: 42
